# From PubChem BioAssay
# Pf gamet viab – P. falciparum stage V gametocyte viability inhibition; inhibition, % at 10.9 µM; P. falciparum stage V gametocytes, ATP luminescence, 24 h; AID 743093; actives 0.065% (n = 150,000);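 active = inhibition above the mean plus 3 SD of compounds within the control limits, set per campaign, cut at about 38% in these data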;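 also: 0% = DMSO wells and 100% = medium only without gametocytes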
# Mcl1-Noxa inh – disrupts binding of human Mcl-1 to Noxa peptide. TR-FRET Mcl-1/Noxa peptide binding, 2 h. actives 1.5% (n = 220,000). Q07820. inhibition, % at 21.7 µM;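 active = compounds that cut the protein-peptide binding signal by more than 50% relative to plate controls in a single-dose test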;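 also: His-tagged Mcl-1 with rhodamine Noxa BH3 peptide and terbium anti-His antibody; 0% = Mcl-1 plus Noxa peptide wells and 100% = peptide-only wells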
# Target sequence (Q07820 whole entry, looked up): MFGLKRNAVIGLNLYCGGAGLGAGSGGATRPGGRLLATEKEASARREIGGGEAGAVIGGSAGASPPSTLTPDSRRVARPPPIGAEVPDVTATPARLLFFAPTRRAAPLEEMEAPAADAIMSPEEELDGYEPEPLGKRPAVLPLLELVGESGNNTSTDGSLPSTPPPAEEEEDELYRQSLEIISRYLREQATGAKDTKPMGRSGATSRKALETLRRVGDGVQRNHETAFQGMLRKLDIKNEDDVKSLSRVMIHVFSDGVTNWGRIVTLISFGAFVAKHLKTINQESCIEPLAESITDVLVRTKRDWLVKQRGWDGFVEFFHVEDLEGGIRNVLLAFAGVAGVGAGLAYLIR
# Mcl1 Bid PPI – disrupts binding of human Mcl-1 to Bid peptide. Q07820. TR-FRET Mcl-1/Bid-Dy647 peptide binding, 1536-well. inhibition, % at 21.7 µM. actives 0.97% (n = 220,000). AID 1021;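 active = compounds that cut the binding signal by more than half at the single screening dose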;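 also: His-tagged Mcl-1 with europium anti-His antibody binding Bid BH3 peptide; 0% = Mcl-1 plus peptide wells and 100% = peptide-only wells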
# Avidin fluor – avidin bead compound fluorescence profile | Avidin beads, compound fluorescence 488/530 nm, flow cytometry; active compounds read high | fluorescence (KMESF) at 10 µM | actives 0.38% (n = 220,000) | AID 1775; in the data active = fluorescence above about 47; also: inactives centre near 10
# * marks the source's active call; other numbers are inactive results; & = joins results of further samples. Only part of the results is shown; the hit share may differ from the screen's.
SMILES,Pf gamet viab,Mcl1-Noxa inh,Mcl1 Bid PPI,Avidin fluor
Cc1cc(C(=O)NC(Cc2ccccc2)C(=O)O)c(C)o1 (stereo not drawn),3,-9,-43,6
C1CCc2c(nc3nnnn3c2NCC2CC2)C1,1,20,-32,8
CC1CC(=O)Nc2cc([N+](=O)[O-])ccc2N1 (stereo not drawn),0,-9,-18,7
Cc1cc(C)c2cc(C(=O)Nc3ccc4c(c3)OCO4)[nH]c2c1,7,4,-1,7
CC1(C)C/C(=N\O)C(C(O)c2cccc([N+](=O)[O-])c2)C(C)(C)N1 (stereo not drawn),4,16,-38,6
O=C1C2C3c4ccccc4C(c4ccccc43)[C@@H]2C(=O)N1c1ccccn1 (stereo partly drawn),-22,-8,-7,8
Cn1nnnc1SCC(=O)Nc1ccc(Cl)c(S(=O)(=O)N2CCOCC2)c1,14,2,-24,6
Cc1nc(C)c(/C(O)=C\c2nc3ccc([N+](=O)[O-])cc3oc2=O)o1,2,-27,-96,8
C[C@@H]1CC=C[C@H]2[C@H]1C(=O)N(Cc1ccccc1)[C@H]2c1ccc2ccccc2c1,-8,-7,-35,13
O=C(C1CCC(CNc2c(N3CCCCC3)c(=O)c2=O)CC1)N1CCCC1 (stereo not drawn),3,-3,-25,6
Cc1ccc(C2=NN3C(=O)c4ccccc4C3C2)cc1 (stereo not drawn),-17,15,-1,1
O=C(O)c1ccc[nH]c1=S,-6,13,-20,5
CC(C)(C)c1csc(Sc2ccc([N+](=O)[O-])cn2)n1,-13,-2,2,8
CC(=O)Nc1ccc(S(=O)(=O)N(CC(=O)Nc2cc(C)on2)Cc2ccc(F)cc2)cc1,-16,29,3,5
Cc1ccc(NC(=S)Nc2ccccn2)c(C)c1,-8,16,-21,3
CC(NC(=O)C(=O)Nc1nccs1)c1ccccc1 (stereo not drawn),2,-16,-11,7
CC1=NNC(=O)C1C(c1cccc(O)c1)C(C#N)C#N (stereo not drawn),-5,-15,-13,9
C/C(=N/NC(N)=S)c1cc2ccc(O)cc2oc1=O,-10,-51,-98,7
O=c1cnnc(N/N=C/c2cccs2)[nH]1,-12,-21,-46,6
Cc1ccc(C(=O)N2CCC3(CC2)Oc2ccc(F)cc2C(=O)C32CC(c3ccccc3)=NO2)s1 (stereo not drawn),-23,-1,-20,8
FC(F)(F)c1ccc(C2[C@H]3CN(Cc4cccnc4)[C@H](c4ccccc4)C34CC2(c2ccccc2)C4)cc1 (stereo partly drawn),8,-9,-62,9
COc1ccc(Br)c(C(=O)Nc2ccc(F)cc2)c1,15,-7,-12,7
CN(CCO)CC(O)CN(c1ccccc1)c1ccccc1 (stereo not drawn),-15,6,-87,7
CCCc1ccc(C(=O)NNc2cc(Cl)ccc2Cl)cc1,10,-5,5,3
Cn1nc(C(C)(C)C)c(NC(=O)c2cccs2)c1C(C)(C)C,-15,18,-8,7
O=C(O)c1cccc(Cn2c(Cl)c(/C=N/NC(=O)c3ccc(O)cc3)sc2=O)c1,13,22,-24,7
C=CCc1cccc2cc(C(=O)Nc3cccc(C(=O)O)c3)c(=O)oc12,7,17,-47,9
CCOC(=O)Cn1c(=O)oc2cc(S(=O)(=O)N(C)Cc3ccccc3)ccc21,11,11,17,9
COc1ccc(Nc2ncc(C#N)c(N)n2)c(OC)c1,12,-15,-30,5
COc1cc(C2NC(=O)C(C#N)=C(Nc3cccc(C)c3)S2)ccc1O (stereo not drawn),16,22&3,-11&-36,7&7
O=C(O)CC1(CC(=O)Nc2cc(F)ccc2Cl)CCCCC1,-8,20,-12,3
CCOc1ccc(N=C(/C(C(=O)C(=O)N2CCOCC2)=C(/O)c2ccccc2)c2ccccc2)cc1,-12,-5,-2,8
Cn1cnc([N+](=O)[O-])c1Cl,23,-2,-3,6
COc1cc(NC2c3ccccc3C(=O)N2Cc2ccccc2Cl)cc(OC)c1 (stereo not drawn),4,13,-75,8
C(CNC1C2CC3CC(C2)CC1C3)CN1CCOCC1 (stereo not drawn),5,3,10,12
COc1ccc(C(=O)N/C=C/n2cnc3cc(C(F)(F)F)ccc32)cc1,-4,3,-15,9

# Ordered by the number under Mcl1 Bid PPI (highest first): three from the list above.
smiles	Mcl1-Noxa inh	Mcl1 Bid PPI	Avidin fluor
CCOC(=O)Cn1c(=O)oc2cc(S(=O)(=O)N(C)Cc3ccccc3)ccc21	11	17	9
COc1ccc(Nc2ncc(C#N)c(N)n2)c(OC)c1	-15	-30	5
CC1(C)C/C(=N\O)C(C(O)c2cccc([N+](=O)[O-])c2)C(C)(C)N1 (stereo not drawn)	16	-38	6

# Further records.
SMILES,Pf gamet viab,Mcl1-Noxa inh,Mcl1 Bid PPI,Avidin fluor
O=C(N/N=C/c1ccc(-c2ccc([N+](=O)[O-])cc2)o1)c1cccnc1,-10,13,17,4
Cc1nc(-c2ccccc2)sc1C1(C)CC(c2ccc(C#N)cc2)=NO1 (stereo not drawn),7,1,-33,8
Cc1ccc(S(=O)(=O)N2CCN(CC(=O)N/N=C\c3ccccn3)CC2)cc1,1,14,-3,10
C/C=C(/C)C(=O)Nc1cccc(C2=NOC3(C2)C[C@H](C(N)=O)N(C(=O)c2ccc(Cl)cc2)C3)c1 (stereo partly drawn),4,9,-24,12
O=C(CNc1cccc2ccccc12)N/N=C/c1ccc[nH]1,-6,-1,-44,7
Nc1nnn(CC(=O)N/N=C/c2ccc(O)cc2)n1,0,-10,-44,6
Clc1ccccc1CSc1nnc([C@@H]2CCCN2)o1,-7,18,-39,4
CC(=O)c1c(C)oc2ccc(N(C(C)=O)S(=O)(=O)c3cccc4cccnc34)cc12,-12,3,0,8
Cc1nn2c(N3CCCC3)c3c(nc2c1-c1ccccc1)CCC3,1,1,-126,8
Cc1ccc2[nH]c(=O)c(CN(CCCO)C(C)c3nnnn3Cc3ccco3)cc2c1 (stereo not drawn),3,-5,-51,8
O=C1CCN(Cc2ccccc2)CCN1CCO,-7,-2,-37,10
CCOC(=O)CNC(=O)c1ccc(SCC)cc1,11,-1,-8,6
O=C(NC(=S)N1CCN(C/C=C/c2ccccc2)CC1)c1ccc(Cl)nc1,10,-1,-24,6
CC1(C)CC2(CCO1)OC(=O)CC2C(=O)Nc1ccc(Br)cc1 (stereo not drawn),2,12,-13,7
CC(C)(C)c1ccc(C(=O)NNc2cc(Cl)cc(Cl)c2)cc1,-29,15,-7,6
O=C1/C(=C/c2ccccn2)SC(=S)N1Cc1ccccc1,-11,-6,-10,5
CC(=O)Nc1cccc(OCCCNC(=O)c2ccc(C(C)(C)C)cc2)c1,6,13,-9,6
O=C(N/N=C/c1ccccc1)c1ccco1,-15,-20,-28,9
COC(C[C@H]1O[C@@H]1[C@@H](O)[C@H](C)OCc1ccccc1)OC,1,-3,-20,9
COC(=O)c1sc(-c2ccc(C(C)(C)C)cc2)cc1NC(=O)CSCC(=O)O,8,6,27,8
C/C(=N/OC(=O)c1ccc(C)cc1)C(=O)c1ccc(Br)cc1,-32,-17,8,6
O=C(CN1C(=O)C2C3CC(C(Br)C3Br)C2C1=O)Nc1ccc(C(=O)O)cc1 (stereo not drawn),5,5,1,7
CC(=O)c1c(C)[nH]c(C(=O)Nc2ccc(S(=O)(=O)N(C)C)cc2)c1C,-19,0,-22,9
COc1ccccc1NC(=O)C1=C(C)NC(=O)NC1c1ccco1 (stereo not drawn),7,-12,-31,4
O=C(NC(=O)c1ccccc1O)c1ccc2c(c1)CCO2,-1,4,-25,7
CCc1c(O)nc(SCC(=O)Nc2nc3ccccc3s2)n(C2CCCCC2)c1=O,10,1,-33,6
Cc1csc(NC(=O)CCCC(=O)O)c1-c1nc2ccccc2s1,-8,3,-22,7
CC(=O)Nc1cccc(/C(C)=N/NC(=O)c2cc(-c3ccncc3)nc3ccccc23)c1,6,1,-3,6
OCCNC(=S)c1ccccc1,-26,-4,-15,4
COc1ccc(C(=O)NCC(=O)N/N=C/c2ccc([N+](=O)[O-])o2)cc1OC,-15,19,-51,8
Nc1c(C(=O)O)sc2nc(-c3ccccc3)cc(-c3ccc(F)cc3)c12,2,28,-11,7
O=C(NCc1ccccn1)C1CCC(CNS(=O)(=O)c2cccc3nsnc23)CC1 (stereo not drawn),-17,13,1,9
CC1(C)Cc2c(C#N)c(N)n(-c3ccccc3)c(=S)c2CO1,-2,14,-122,6
COc1ccc(N2C(=O)CC(N(CCc3ccc(S(N)(=O)=O)cc3)C(=S)Nc3ccccc3)C2=O)cc1 (stereo not drawn),-9,16,17,8
CC(C)(C)NC(=S)NNC(=O)[C@H]1C[C@@H]1c1ccccc1,-15,9,-132,5
Cc1ccnc(-n2c(C)cc(/C=N/NC(=O)COc3cccc4cccnc34)c2C)c1,9,3,-43,8
CCC12CN(C(=O)c3ccc([N+](=O)[O-])cc3)CC(CC)(CN(C(=O)c3ccc([N+](=O)[O-])cc3)C1)C2=O,-42,12,9,8
O=S(=O)(Nc1ccccc1)c1ccc(-c2csnn2)cc1,11,14,-10,4
CCN1C(=O)c2cccc3c(S(=O)(=O)NCC4CCCO4)ccc1c23 (stereo not drawn),-15,-19,-20,6
COC(=O)c1cccc(NC(=S)Nc2ccc(Cl)c(Cl)c2)c1,19,3,-13,6
CC(C)C[C@H](NC(=O)c1[nH]cnc1C(=O)N[C@@H](Cc1ccccc1)C(=O)OC(C)(C)C)C(=O)OC(C)(C)C,18,-111,-49,8
Cc1c(N2C(=O)C3C4C=CC(C4)C3C2=O)c(=O)n(-c2ccccc2)n1C (stereo not drawn),28,1,-25,5
CCCCCCCCn1ccc(=N)cc1,13,-23,-13,7
COc1nc(C)ccc1-c1noc(-c2cccs2)n1,-4,11,-2,8
C/C(=N/NC(=O)c1cccs1)c1cccs1,12,10,-31,7
C=CCNC(=S)N/N=C/c1cn(C)c2ccccc12,9,14,-26,7
O=S(=O)(Nc1cccc(-c2nnco2)c1)c1ccc(Cl)cc1,5,-5,-7,2
COc1ccc(-c2cc(C#N)nc(Cl)n2)cc1,-14,19,11,8
NC(=O)C1CCN(C(=O)Nc2csc3ccccc23)CC1,8,5,-8,5
CN(/N=C/c1ccc(O)cc1O)c1ncc(C(F)(F)F)cc1Cl,9,37,-37,7
Cc1ccc(N2CN(CCc3ccccc3)CNC2=S)cc1,2,-6,-32,6
O=C(N/N=C/c1cccs1)C(O)c1ccccc1 (stereo not drawn),18,18,0,6
O=C(COc1ccc([N+](=O)[O-])cc1)Nc1nnc(-c2cccnc2)s1,-8,69*,-11,2
Cn1cc(-c2cc(C(=O)O)on2)cn1,-16,8,-44,9
Cc1onc(-c2ccccc2)c1-c1csc(N/N=C/c2ccccc2)n1,3,-6,-20,3
FC(F)(F)c1ccnc(N2CCN(Cc3cnc(-c4ccccc4)[nH]3)CC2)c1,-5,-3,-11,5
C/C(=N/NC(=O)CNC(=O)CCc1ccccc1)c1ccc(Cl)c(Cl)c1,-13,-1,-2,8
COc1ccc(C(=O)NCC(=O)N=Nc2c(O)n(C)c3ccccc23)cc1OC,-15,21,-16,8
Cc1cc(C)c(C(=O)CSc2nnc(N)s2)cc1C,1,6,-5,8
Cc1nc2c(C)cccc2c2c1COC2,-18,-11,-20,8
# (listing goes on)
SMILES,Pf gamet viab,Mcl1-Noxa inh,Mcl1 Bid PPI,Avidin fluor
COc1ccc2nc(SCCC(=O)O)cc(C)c2c1,8,13,-11,7
COc1ccc(C(=O)NCC(=O)OCC(=O)Nc2cccc(S(=O)(=O)N3CCCC3)c2)cc1,10,4,-51,11
CN1CCN(C(=O)c2cc(S(=O)(=O)Nc3ccccc3F)c(Cl)cc2Cl)CC1,29,6,-12,4
O=C(NNS(=O)(=O)c1ccc(Cl)cc1Cl)c1cc2ncc(C(F)(F)F)cc2s1,-13,21,-3,3
O=C(NCCc1csc(-c2cccnc2)n1)c1cccc(Cl)c1,14,-5,-6,8
O=S(=O)(c1cc(Br)c(Cl)s1)N1CCCC1,4,2,1,5
Cn1nccc1NC(=O)CC1(CC(=O)O)CCCCC1,-8,25,6,8
NC(=S)N/N=C/c1c(O)c(Br)cc2oc3c(c12)CCCC3,11,22,-32,3

# Of the compounds above, these have two or more sulfur atoms:
SMILES,Pf gamet viab,Mcl1-Noxa inh,Mcl1 Bid PPI,Avidin fluor
Cn1nnnc1SCC(=O)Nc1ccc(Cl)c(S(=O)(=O)N2CCOCC2)c1,14,2,-24,6
CC(C)(C)c1csc(Sc2ccc([N+](=O)[O-])cn2)n1,-13,-2,2,8
O=C1/C(=C/c2ccccn2)SC(=S)N1Cc1ccccc1,-11,-6,-10,5
COC(=O)c1sc(-c2ccc(C(C)(C)C)cc2)cc1NC(=O)CSCC(=O)O,8,6,27,8
CCc1c(O)nc(SCC(=O)Nc2nc3ccccc3s2)n(C2CCCCC2)c1=O,10,1,-33,6
Cc1csc(NC(=O)CCCC(=O)O)c1-c1nc2ccccc2s1,-8,3,-22,7
O=C(NCc1ccccn1)C1CCC(CNS(=O)(=O)c2cccc3nsnc23)CC1 (stereo not drawn),-17,13,1,9
COc1ccc(N2C(=O)CC(N(CCc3ccc(S(N)(=O)=O)cc3)C(=S)Nc3ccccc3)C2=O)cc1 (stereo not drawn),-9,16,17,8
O=S(=O)(Nc1ccccc1)c1ccc(-c2csnn2)cc1,11,14,-10,4
C/C(=N/NC(=O)c1cccs1)c1cccs1,12,10,-31,7
Cc1cc(C)c(C(=O)CSc2nnc(N)s2)cc1C,1,6,-5,8
O=C(NNS(=O)(=O)c1ccc(Cl)cc1Cl)c1cc2ncc(C(F)(F)F)cc2s1,-13,21,-3,3
O=S(=O)(c1cc(Br)c(Cl)s1)N1CCCC1,4,2,1,5
